MOR-DOR ag – agonists of human mu-delta opioid receptor heterodimerization; P35372+P41143; cells, OPRM1-OPRD1 heterodimerization, luminescence; activation, % at 9.3 µM; 340,000 compounds, 0.3% hits; AID 504326; in the data active = activation above about 18%;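 note: 0% = vehicle-treated cells and 100% = reference agonist; values of inactives mirror those of a sister screen read the other way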
AddAB inh – less growth of phage-infected E. coli with AddAB | E. coli expressing H. pylori AddAB, absorbance growth | inhibition, % at 11.9 µM | 330,000 compounds, 0.29% hits | AID 435030; in the data active = inhibition above about 12%;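 note: 0% = vehicle wells of infected cells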
HTR5A inv ag – HTR5A inverse agonism, opioid heterodimer counter-screen; P47898; HTR5A cell line, luminescence; inhibition, % at 9.3 µM; 340,000 compounds, 0.083% hits; in the data active = inhibition mostly above about 23%, no sharp cut-off; inactive = mostly below about 18%;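 note: 0% = cells with DMSO and 100% = no-cell wells with DMSO; some compounds called inactive have numbers as strong as hits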
Target sequence (P47898 whole entry, looked up): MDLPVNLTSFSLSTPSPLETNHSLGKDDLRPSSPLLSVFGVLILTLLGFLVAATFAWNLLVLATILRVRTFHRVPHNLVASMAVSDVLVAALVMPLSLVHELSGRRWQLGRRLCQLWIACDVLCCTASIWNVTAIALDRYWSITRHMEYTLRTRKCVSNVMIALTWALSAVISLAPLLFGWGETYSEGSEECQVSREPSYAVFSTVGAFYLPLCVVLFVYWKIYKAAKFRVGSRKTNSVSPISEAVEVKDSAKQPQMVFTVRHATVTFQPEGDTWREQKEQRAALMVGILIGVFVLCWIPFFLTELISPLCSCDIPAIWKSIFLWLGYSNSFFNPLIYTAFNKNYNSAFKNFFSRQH
Mot1-301 SUMO – blocks SUMOylation pathway, rescuing yeast Mot1-301 growth | S. cerevisiae Mot1-301 growth rescue, ATP luminescence, 38.5C; percent above DMSO median, 100 means doubled | 320,000 compounds, 1% hits | growth rescue, % at 18.8 µM;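 active = every valid replicate shows activation above 250% relative to neutral control wells; inactive = the rest, any valid replicate at or below 250%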;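 note: OY570 slx delta 5 strain wells were the positive control but not used for scaling; some compounds called inactive have numbers as strong as hits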
PKA-R1A activ – PKA-R1A complex activation; P00514+P68181; PKA-R1A dissociation, Cy5-IP20 fluorescence polarization; scaled: DMSO 0%, 113 µM cGMP 100%; activation, % at 11.4 µM; 340,000 compounds, 0.083% hits;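 active = percent activation above the mean of all tested compounds plus 3 SD, cut at about 19% in these data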;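 note: higher means more PKAc released from R1A so a rise in polarization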
PKA-R2B activ – PKA-R2B complex activation; P22694+P31323; PKA-R2B holoenzyme dissociation, Cy5-IP20 fluorescence polarization; R2B truncated from residue 108, S112A mutant; 0% DMSO only, 100% 113 µM cGMP; activation, % at 11.4 µM; 340,000 compounds, 0.079% hits;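 active = activation above a cutoff set at the mean over all compounds plus 3 SD, cut at about 18% in these data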;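 note: higher means more holoenzyme dissociation and a rise in polarization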
Target sequence (P31323 whole entry, looked up, other chains not shown, the tested form may be a part): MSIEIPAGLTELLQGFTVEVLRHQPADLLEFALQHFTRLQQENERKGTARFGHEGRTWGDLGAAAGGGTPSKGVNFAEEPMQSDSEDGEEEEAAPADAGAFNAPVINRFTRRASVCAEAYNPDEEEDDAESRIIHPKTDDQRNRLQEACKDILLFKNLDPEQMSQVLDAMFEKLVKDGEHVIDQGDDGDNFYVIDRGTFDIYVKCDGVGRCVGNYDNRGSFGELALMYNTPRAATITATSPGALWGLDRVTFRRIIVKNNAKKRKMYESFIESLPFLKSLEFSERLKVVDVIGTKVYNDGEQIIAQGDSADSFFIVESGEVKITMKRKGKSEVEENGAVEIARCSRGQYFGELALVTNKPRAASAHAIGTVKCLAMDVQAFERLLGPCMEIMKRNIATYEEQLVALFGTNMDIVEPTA
PfHsp90 yeast 2 – growth inhibition of yeast expressing Plasmodium Hsp90; S. cerevisiae expressing PfHsp90, BacTiter-Glo ATP, 48 h; yeast lacking PDR1 and PDR3 efflux regulators; inhibition, % at 9.4 µM; 310,000 compounds, 0.32% hits; AID 504621;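 active = every replicate shows inhibition above about 80%, whatever the replicate mean, limit read from the data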;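 note: 0% = DMSO neutral controls and 100% = 20 µM radicicol positive controls; yeast relying on Plasmodium falciparum Hsp90 in place of its own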
phage Ecoli inh – E. coli growth loss with phage present | growth absorbance | inhibition, % at 11.9 µM | 360,000 compounds, 0.26% hits; in the data active = inhibition above about 11%
MOR-DOR inv ag – inverse agonists of human mu-delta opioid receptor heterodimerization | cell-based MOR-DOR heterodimer luminescence, inverse agonism | inhibition, % at 9.3 µM | 340,000 compounds, 0.21% hits | P35372+P41143 | AID 504357; in the data active = inhibition above about 22%, passing the limit was not always enough;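 note: 0% = cells with DMSO and 100% = wells without cells with DMSO; values of inactives mirror those of a sister screen read the other way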
Tat export inh – inhibitors of E. coli Tat protein transport. inhibition, % at 10 µM. 340,000 compounds, 0.036% hits. E. coli MC4100 TorA-mCherry Tat export, fluorescence. AID 488895;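 active = mean replicate inhibition at least 50% and at least half of replicates individually reaching 50%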;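 note: exported cargo escapes ClpAP degradation while cytoplasmic cargo is degraded and loses fluorescence; 0% = median of neutral control wells and 100% = median of NaSCN control wells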
Ecoli viability – bacterial growth inhibition, counter-screen for AddAB inhibitors. AID 449728. 330,000 compounds, 0.27% hits. inhibition, % at 11.9 µM. E. coli V3065 growth, OD600 absorbance, 18 h;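 active = inhibition above the campaign's mean inhibition across all tested compounds plus 3 SD, cut at about 9.9% in these data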;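 note: uninfected addAB+ strain grown without phage in ampicillin broth; 0% = DMSO wells and 100% = ciprofloxacin 0.95 µg/ml wells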
Active calls of the source: *; x = no result given.

SMILES	MOR-DOR ag	AddAB inh	HTR5A inv ag	Mot1-301 SUMO	PKA-R1A activ	PKA-R2B activ	PfHsp90 yeast 2	phage Ecoli inh	MOR-DOR inv ag	Tat export inh	Ecoli viability
COc1ccc(C2C(C(C)=O)=C(O)C(=O)N2C)c(OC)c1 (centres undefined)	-3.0	-2.9	-12	210	-2	2	24	3.1	16	6	-2.7
CCOC(=O)c1cc2sc(C)cc2n1CC(=O)Nc1ccc2c(c1)OCCO2	2.5	-0.2	-7	784*	-3	-5	-39	1.9	-16	3	2.5
Cc1cc(C(=O)CSc2nc3ccccc3n2C)c(C)n1C	-1.9	0.5	-10	-2	-14	-6	-3	1.7	11	3	-1.1
CCOC(=O)c1ccccc1NC(=O)COC(=O)CCNS(=O)(=O)c1cccs1	1.2	x	3	x	7	8	10	-1.6	-8	-1	x
CCC1NC(C(=O)O)Cc2c1[nH]c1ccccc21 (centres undefined)	-1.1	3.9	23	8	-4	3	3	3.4	6	-3	-0.2
Cc1ccc(CNC(=O)[C@H](Cc2ccccc2)NC(=O)c2ccco2)cc1	4.1	-0.9	28	0	-7	-8	5	-0.1	-17	-3	-0.7
O=C(CSc1nc2c(cnn2-c2ccc(F)cc2)c(=O)[nH]1)Nc1nccs1	-0.1	-0.3	-27	-9	-9	-3	-51	1.5	0	6	-1.3
Cc1cc(C)n2nc(C(=O)N(C)c3c(N)n(Cc4ccccc4)c(=O)[nH]c3=O)nc2n1	-0.3	0.9	1	25	-1	-5	-13	0.4	2	-9	-0.8
CCC1(C)Cc2ccccc2-c2[nH]c(=S)[nH]c(=O)c21 (centres undefined)	0.0	-2.5	-8	0	1	4	-14	-0.5	0	4	0.3
COc1ccccc1NC(=O)CCn1c(=S)oc2ccccc21	-0.8	-0.2	6	-6	-8	-4	-14	-0.3	5	-10	-0.1
C/C(Cl)=C\COc1cc(C)nc2c(Br)cccc12	0.9	3.7	3	41	-2	-6	-3	5.7	-5	10	0.2
O=C(O)c1ccccc1C(=O)c1ccc(N2CCCC2)c([N+](=O)[O-])c1	-1.9	2.8	13	20	-7	-5	-3	3.1	11	1	-0.4
O=C(COc1ccc(Cl)cc1)Nc1ccc(NC(=O)c2ccco2)cc1	3.0	4.5	-19	-9	4	3	-6	3.8	-24	-6	1.2
Cc1ccccc1OCC(=O)N1CCC2(CC1)CC(=O)c1ccccc1O2	-0.6	1.0	10	177	-9	8	x	1.3	4	3	1.9
O=C(/C=C/c1ccc(F)cc1)Nc1cc(S(=O)(=O)N2CCOCC2)ccc1N1CCCC1	-2.0	1.4	7	-6	-6	3	-50	2.0	10	-10	1.2
CN1CCN(CC(O)COC(c2ccc(Cl)cc2)c2ccc(Cl)cc2)CC1 (centres undefined)	-0.7	-3.4	7	41	13	3	18	0.5	3	8	-2.2
O=C(Nc1ccccc1-c1ccccc1)c1cccc(C(F)(F)F)c1	2.1	-0.2	5	10	0	-11	7	1.9	-13	9	-1.1
c1ccc(COc2ncnc3c2ncn3CCCN2CCN(c3ccccn3)CC2)cc1	-3.0	x	-5	x	2	-11	-22	1.8	14	6	x
CCS(=O)(=O)n1nc(-c2ccccc2)nc1SC	-0.7	0.3	-21	12	-2	-6	-13	0.0	4	4	-1.2
C=C(C)CNC(=S)N/N=C(\C)c1ccc(-n2ccnc2)cc1	-2.6	1.4	-15	-7	-2	2	-26	2.7	14	-4	0.4
CCOC(=O)c1cn(C2CC2)c2c(F)c(NCCCN(C)C)c(F)cc2c1=O	-4.1	13*	-28	-3	-1	-4	-28	1.3	20	1	7.6
O=C(c1ccc(Cn2cnnn2)cc1)N1CCCC(Nc2ccc(F)cc2)C1 (centres undefined)	0.4	2.5	-9	-15	2	6	-3	0.4	-2	3	1.8
Cc1ccc2cc(/C=N/Nc3ccc(C(=O)O)cc3)c(Cl)nc2c1	-3.8	-0.3	2	2	-13	-17	-11	-0.2	20	-2	1.3
C[C@H](CO)N1C[C@H](C)[C@@H](CN(C)Cc2ccncc2)Oc2c(NC(=O)c3ccncc3)cccc2C1=O	-1.1	6.3	-2	5	5	1	-5	0.8	6	-3	1.7
Cc1ccc(S(=O)(=O)N(CC(=O)NCCSC2CCCCC2)c2ccccc2F)cc1	-2.5	-0.2	2	2	11	0	-16	3.4	12	-11	-1.6
O=C(CSc1n[nH]c(=O)[nH]c1=O)c1cccc([N+](=O)[O-])c1	1.1	1.0	-3	3	-5	-3	x	1.0	-7	-1	0.1
Cc1ccc(S(=O)(=O)N2CCN(CC(=O)Nc3ccc([N+](=O)[O-])cc3)CC2)cc1C	3.7	3.2	-9	12	-6	-6	-8	2.8	-25	0	4.3
C=CCN(CC=C)C(=O)c1ccc2nc(Cc3ccc(OC)c(OC)c3)oc2c1	0.5	0.5	-3	65	-2	6	0	1.6	-3	-5	-0.8
Cn1c(C2CC(=O)N(Cc3ccccc3)C2)nc2ccccc21 (centres undefined)	-0.5	-3.7	0	-9	0	8	-9	2.2	3	-2	-2.7
CC(=O)c1cn(CC(=O)Nc2c(C)cccc2C)c2ccccc12	-1.8	3.8	13	-24	2	0	4	4.1	10	2	-0.6
CCCCCSc1nc(N2CCOCC2)c2c(c1C#N)CC(C)(C)OC2	2.1	3.2	7	-10	0	0	-20	2.9	-12	-4	1.6
CC(C)(C)NC(=O)COc1ccccc1C#N	-1.2	1.4	-3	1	-9	-12	-1	4.3	6	-8	1.2
COc1cc(OC)cc(C(=O)N2CCN(Cc3ccccc3C(F)(F)F)CC2)c1	5.6	1.3	14	1	-12	4	-36	0.8	-31	17	-1.1
Cc1cc(C)cc(OCC(=O)N2CCc3ccccc3C2)c1	-0.2	3.2	-5	21	3	2	-17	2.8	1	7	3.3
CN(C)/C=N/c1cc(=O)[nH]c(=O)n1CC1CC1	-1.2	1.0	-14	-12	-5	-10	3	3.4	7	-2	-0.6
CCCC(C)c1nnc(NC(=O)C(=O)OCC)s1 (centres undefined)	-0.7	2.1	20	-3	-7	1	17	1.9	3	-4	1.2

Printed as active in Mot1-301 SUMO, of those listed so far:
mol | MOR-DOR ag | AddAB inh | Mot1-301 SUMO | PKA-R1A activ | PKA-R2B activ | phage Ecoli inh | MOR-DOR inv ag | Tat export inh
CCOC(=O)c1cc2sc(C)cc2n1CC(=O)Nc1ccc2c(c1)OCCO2 | 2.5 | -0.2 | 784* | -3 | -5 | 1.9 | -16 | 3

More compounds follow:
SMILES	MOR-DOR ag	AddAB inh	HTR5A inv ag	Mot1-301 SUMO	PKA-R1A activ	PKA-R2B activ	PfHsp90 yeast 2	phage Ecoli inh	MOR-DOR inv ag	Tat export inh	Ecoli viability
CCOc1ccc(C2/C(=C(/O)c3ccc4c(c3)CC(C)O4)C(=O)C(=O)N2CCCn2ccnc2)cc1 (centres undefined)	-4.0	0.3	-2	-17	-5	-18	-2	3.2	20	-4	-1.3
Cc1ccc(-n2nnc3c(=O)n(CC(=O)N4CCC(C)CC4)cnc32)cc1	-0.3	-0.7	3	-11	5	3	13	x	2	-8	1.0
COc1ccc(CCN(C(=O)c2cccc(F)c2)C2CC(=O)N(c3ccc(OC)cc3)C2=O)cc1 (centres undefined)	-0.1	1.7	6	0	-1	6	-10	2.1	0	2	-1.4
CCN(CC)S(=O)(=O)c1ccc(NCc2ccccc2)nc1	0.4	1.0	10	-18	-5	-6	-13	3.5	-2	2	4.3
CCOc1ccc(S(=O)(=O)NC(C)C(=O)NCc2ccccn2)cc1 (centres undefined)	1.7	2.0	-30	-8	4	1	-11	1.6	-11	2	-0.3
O=C(N[C@@H]1CCC(=O)N(CC[C@H](Sc2ccc(Br)cc2)c2ccccc2)CC1)OCc1ccccc1	2.0	2.0	-20	-7	-12	-5	-27	2.0	-12	1	-0.2
Cn1c(-c2ccccc2[N+](=O)[O-])[n+](C)c2ccccc21	-1.9	2.2	-13	-25	-17	-4	-3	1.4	10	-3	0.5
C#CCOCCOCCOCCNc1nc(N2CCN(C(=O)CCCCCCCCCCNC(=O)Cn3cc(CCCCCN)nn3)CC2)nc(N2CCN(C(=O)CCCCCCCCCCNC(=O)[C@H](CO)n3cc(CCCCCN)nn3)CC2)n1	-0.7	-0.2	-16	-15	6	4	11	x	4	24	-0.1
Cc1cccc(N2CCN(C(=O)CCN3C(=S)NC(C)(C)CC3C)CC2)c1C (centres undefined)	-2.3	5.2	-6	614*	-7	-12	35	2.2	11	-5	0.2
CC1Cc2nc(SCC(N)=O)n(Cc3ccccc3)c(=O)c2S1 (centres undefined)	-0.8	1.1	11	0	3	2	13	1.1	4	-15	0.9
Cn1c(SCc2ccc(C(=O)Nc3nccs3)cc2)nnc1-c1ccccc1	-1.5	1.6	-5	-8	13	2	-11	3.7	8	1	0.3
Cc1ccccc1-c1nc(CN(Cc2c(C)nn(C)c2C)C2CC2)c(C)o1	3.4	-0.3	-5	-13	-4	-1	8	3.8	-18	8	-0.5
CCCCc1n[nH]c(=S)n1Cc1ccccc1	-1.8	1.1	10	38	-6	-8	-26	6.3	9	-1	0.2
Cc1ccc(S(=O)(=O)N2CCCCC2)cc1C(=O)NCc1ccc(S(N)(=O)=O)cc1	-1.9	0.8	4	x	-7	-4	x	0.2	10	8	-2.3
CC(=O)OCCn1c(Br)nc2c1c(=O)[nH]c(=O)n2C	-1.6	0.7	-24	2	-1	2	-3	0.9	9	4	0.7
CCOC(=O)c1cnc(-n2nc(C)cc2C)nc1Nc1ccc(OC)cc1	-3.3	0.7	-6	-21	-13	-13	-11	2.4	14	-5	-2.3
COc1ccc(Br)cc1/C=N/NC(=O)C(c1ccncc1)N1CCOCC1 (centres undefined)	-3.9	0.8	-1	-1	1	-7	-15	5.3	20	4	-3.9
O=S1(=O)CCN(Cc2ccccc2C(F)(F)F)CC1	0.2	3.4	-3	6	0	5	25	2.1	-1	-12	0.9
CC(=O)NC(c1cccc([N+](=O)[O-])c1)c1c(OC(C)=O)ccc2ccccc12 (centres undefined)	-2.9	1.5	-3	-26	0	-1	17	1.9	16	2	-0.3
COc1ccc(O)c(/C=N/NC(=O)CSc2nnc(C)n2-c2ccccc2)c1	0.0	1.1	8	-6	6	-6	16	0.1	0	-5	-0.1
Clc1ccccc1OCc1nc(-c2ccc(Br)o2)no1	4.1	0.9	11	8	-5	-4	10	1.4	-24	12	2.1
O=C1CCCN1CCCN=c1c([N+](=O)[O-])nn(-c2ccc(Cl)cc2)n1O	8.3	x	4	x	-8	-13	-122	2.4	-38	1	x
C#CCOC(=O)C(NC(=O)c1ccccc1)=C(C)C	1.4	-1.2	2	1	8	5	16	2.6	-7	9	-1.4
COc1ccc(-n2sc3c(c2=S)-c2cc(OC)ccc2NC3(C)C)cc1	-1.3	3.2	13	6	-5	4	21	2.5	6	17	1.1
COCC(=O)N/N=C/c1c(C)[nH]n(-c2ccccc2)c1=O	x	-0.8	x	-10	x	x	4	3.7	x	0	-2.6
Cc1c(C(=O)N2CCN(c3cccc(Cl)c3)CC2)cccc1[N+](=O)[O-]	1.2	-0.7	6	15	9	11	1	2.5	-8	1	-2.2
